ELG1 genotoxic – genotoxicity induction in ELG1-luciferase HEK293T cells | HEK293T ELG1-luciferase reporter, luminescence, 16 h | Potency, µM (highest dose often 46 µM), without a hit: top-dose activity change, positive = activation, most hits filed as activators | hit rate 1.3% among 330,000 | AID 504466; note: potency is the fitted concentration of half-maximal effect; % of control where 0% means no effect; nearly all actives have a fitted effect of over 60% in size
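HEK293T cells expressing luciferase-tagged ELG1 were treated with compound or DMSO for 16 hr at 37°C. Luciferase activity was then read after 30 min with ONE-Glo at room temperature; rising signal flags genetic stress.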
Menin MLL FP TR – displaces Texas Red mutant MLL peptide from human menin; O00255; Menin + Texas Red MLL mutant peptide, fluorescence polarization; Potency, µM (top dose mostly 61.6 µM), for inactives: at the top dose FP activity change, negative = inhibition, hits mostly inhibitors; hit rate 0.23% among 270,000; active = well fitted inhibition curve with a large enough effect in the polarisation, with a control signal flat, not every such curve was filed as active; inconclusive = small, poorly fitted or top-dose-only effect, or effect the other way, or a change in a side signal; inactive = no such curve, though single readings can be large or run the other way; the % refers to the polarisation; note: potency is the fitted concentration of half-maximal effect; % of control where 0% means no effect; many of its hits are not listed in these tables
Target sequence (O00255 whole entry, looked up): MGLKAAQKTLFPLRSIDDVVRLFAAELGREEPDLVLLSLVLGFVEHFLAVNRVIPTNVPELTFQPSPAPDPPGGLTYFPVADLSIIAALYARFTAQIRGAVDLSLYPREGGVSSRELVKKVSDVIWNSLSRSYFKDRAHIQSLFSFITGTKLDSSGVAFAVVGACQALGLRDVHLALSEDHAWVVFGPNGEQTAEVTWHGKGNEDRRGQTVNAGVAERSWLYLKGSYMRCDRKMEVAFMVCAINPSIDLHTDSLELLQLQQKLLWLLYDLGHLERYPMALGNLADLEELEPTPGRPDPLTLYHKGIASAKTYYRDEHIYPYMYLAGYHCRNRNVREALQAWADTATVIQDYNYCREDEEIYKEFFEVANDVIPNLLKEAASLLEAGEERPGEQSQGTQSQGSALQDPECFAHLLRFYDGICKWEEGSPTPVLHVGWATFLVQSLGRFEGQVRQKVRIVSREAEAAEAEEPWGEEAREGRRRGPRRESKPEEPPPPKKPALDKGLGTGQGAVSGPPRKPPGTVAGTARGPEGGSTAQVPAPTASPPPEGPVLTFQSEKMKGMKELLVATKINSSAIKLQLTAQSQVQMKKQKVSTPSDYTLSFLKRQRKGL
BRCA1 expr up – activators of BRCA1 expression. MCF7-BRCA1-FFLuc reporter, luminescence, 48 h; response scale: scaled: vehicle 0%, 10 µM genistein 100%. Potency, µM (top dose mostly 46.1 µM), for the others: top-dose activation, most hits filed as activators. hit rate 1.1% among 380,000; note: potency is the fitted concentration of half-maximal effect; nearly all actives have a fitted effect of over 80% in size; some results filed as inactive show a strong effect at the top dose
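MCF7 cells carrying a BRCA1-firefly luciferase reporter (2000 cells/well, phenol-red free MEM) were attached for 2 h at 37 °C, then given compounds for 48 h. Luminescence was read 15 min after luciferase reagent; activity normalized to genistein (10 microM) and DMSO.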
NPC1 prom act – activates the NPC1 promoter. Huh7 NPC1 promoter luciferase reporter, 24 h. Potency, µM (titrated, usually from 9.22 µM), without a hit: at the top dose activation, most hits filed as activators. hit rate 2.4% among 320,000. AID 485313;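 note: potency is the fitted concentration of half-maximal effect; % of control where 0% means no effect; nearly all actives have a fitted effect of over 60% in size; reporter is driven by a mutant NPC1 promoter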
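Luciferase expression driven by the NPC1 promoter was measured in stably transfected Huh7 cells after a 24 h compound incubation, using a luciferase reagent and a luminescence read.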
p53 reactivation – restores transcriptional activity of mutant p53 | hit rate 0.063% among 320,000 | H1299 p53-A138V BP100-luciferase reporter, luminescence, 24 h | Potency, µM (series often up to 92.2 µM), inactives show at the highest dose activity change, positive = activation, most hits filed as activators; note: potency is the fitted concentration of half-maximal effect; % of control where 0% means no effect; nearly all actives have a fitted effect of over 45% in size
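H1299 (p53-null), stable ts p53-A138V + BP100-Luc; 1000 cells/well, Opti-MEM/10% FBS; cpd 4 pt, 1:5; 24 h, 37 deg C, 5% CO2; detection reagent 10 min RT; luminescence.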
Giardia killer – kills Giardia lamblia | hit rate 0.15% among 340,000 | activity change, % at 7.66 µM, hits read low | Giardia lamblia trophozoite viability; in the data active = activity change below about -80%; inconclusive = between about -30% and that limit;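 note: parasites exposed to compound for two days anaerobically before the ATP read; % is set by controls: 0 for no effect and ±100 for the full control effect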
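Giardia trophozoites, 100 cells per well, were exposed to compounds for 48 hrs at 37 deg C under anaerobic conditions; viability was then read as ATP content by bioluminescence after 15-30 min at room temperature.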
PKM2 act – increases activity of human pyruvate kinase M2; P14618; hit rate 0.34% among 260,000; Potency, µM (series often up to 57.5 µM), for inactives: at the top dose activation, usual class: activators; purified PKM2, Kinase-Glo ATP luminescence, activation; response scale: 0% is enzyme alone, no compound; note: potency is the fitted concentration of half-maximal effect; % is set by controls: 0 for no effect and ±100 for the full control effect; nearly all actives have a fitted effect of over 55% in size
Target sequence (P14618 whole entry, looked up): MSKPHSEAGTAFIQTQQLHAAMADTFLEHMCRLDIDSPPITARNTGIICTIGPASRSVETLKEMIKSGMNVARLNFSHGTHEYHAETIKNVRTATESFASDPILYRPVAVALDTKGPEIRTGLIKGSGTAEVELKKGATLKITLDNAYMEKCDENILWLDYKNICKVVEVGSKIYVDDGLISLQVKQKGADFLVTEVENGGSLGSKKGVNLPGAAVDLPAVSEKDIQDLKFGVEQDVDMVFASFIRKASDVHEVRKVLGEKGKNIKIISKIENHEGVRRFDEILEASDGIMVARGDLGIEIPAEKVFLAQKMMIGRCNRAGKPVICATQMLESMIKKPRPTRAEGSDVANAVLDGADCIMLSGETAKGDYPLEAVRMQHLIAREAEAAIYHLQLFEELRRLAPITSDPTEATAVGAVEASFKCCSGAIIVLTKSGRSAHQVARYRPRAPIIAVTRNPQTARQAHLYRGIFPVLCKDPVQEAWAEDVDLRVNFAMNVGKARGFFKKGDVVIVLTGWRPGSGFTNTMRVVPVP
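Purified hPK-M2 (>95% pure) converted ADP (0.1 mM final) to ATP with 0.5 mM PEP in 50 mM imidazole pH7.2, KCl, MgCl2, Tween 20, BSA; 1 h at room temperature. ATP detected by Kinase-Glo luminescence.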
VP16 counter – Gal4-VP16 reporter inhibition counter-screen | Drosophila S2 Gal4-VP16 UAS-luciferase, luminescence, 20 h | Potency, µM (top dose mostly 53.6 µM), for the others: at the top dose activity, negative = inhibition, actives largely listed as inhibitors | hit rate 3.5% among 310,000 | AID 2546;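 note: Gal4-VP16 expression switched on by copper sulfate through the metallothionein promoter; potency is the fitted concentration of half-maximal effect; % is set by controls: 0 for no effect and ±100 for the full control effect; nearly all actives have a fitted effect of over 50% in size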
FLuc counter – inhibits or activates purified firefly luciferase, miR-21 counter-screen. P08659. purified FLuc, Km substrates, luminescence inhibition. Potency, µM (top dose mostly 57.5 µM), for inactives: at the top dose activity change, negative = inhibition, hits mostly inhibitors. hit rate 6.9% among 360,000. AID 588342;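 note: potency is the fitted concentration of half-maximal effect; plate controls were vehicle for no effect and reference inhibitor for full effect; nearly all actives have a fitted effect of over 55% in size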
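Biochemical qHTS of compounds, final roughly 60 µM downward over six points, against 10 nM purified firefly luciferase using Km concentrations of substrates (10 uM D-luciferin, 10 uM ATP) in Tris acetate pH 7.5 buffer; luminescence output.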
Rab9 prom act – Rab9 promoter activation; AID 485297; Huh7 Rab9 promoter-luciferase reporter, luminescence, 24 h; hit rate 2.8% among 320,000; Potency, µM (series often up to 9.22 µM), inactives show at the top dose activation, negative = inhibition, actives largely listed as activators; note: potency is the fitted concentration of half-maximal effect; % of control where 0% means no effect; nearly all actives have a fitted effect of over 60% in size
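Quantitative HTS format; Huh7 Rab9-luciferase reporter cells (1500/well) receive compound 2 h post-plating, incubate 24 h at 37 °C, then get luciferase reagent for 10 min before luminescence reading.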
RORgamma inh – inhibitors of mouse ROR gamma transcriptional activity; P51450; Drosophila S2 Gal4-RORgamma UAS-luciferase reporter, 20 h; Potency, µM (highest dose often 53.6 µM), without a hit: at the highest dose activity change, negative = inhibition, most hits filed as inhibitors; hit rate 5.4% among 310,000; note: potency is the fitted concentration of half-maximal effect; % is set by controls: 0 for no effect and ±100 for the full control effect; nearly all actives have a fitted effect of over 60% in size
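In this cell-based reporter format, copper sulfate (700 uM final) drives Gal4–ROR gamma fusion expression from a metallothionein promoter in Drosophila Schneider cells; compounds preincubated 1 hr, reporter read after 20 hr at ambient temperature.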
* marks the source's active call; other numbers are inactive results; ? = inconclusive; / = not tested or not shown; [ ] = another dose, or the depositor's remark. Unless noted, calls come from the whole dose curve; as a rule, active = well fitted curve in the direction sought with a large enough effect; inconclusive = small, poorly fitted or top-dose-only effect, or another doubt; inactive = no such curve, though single readings can be large; an effect the other way counts as inactive or inconclusive. Not all compounds are listed; the hit share may differ from the screen's.

The line under a structure holds: NPC1 prom act, ELG1 genotoxic, Menin MLL FP TR, BRCA1 expr up, FLuc counter, p53 reactivation, RORgamma inh, Giardia killer, PKM2 act, VP16 counter, Rab9 prom act
> CCN(CC)c1nc2ccccc2[nH]1
    9%, 1%, -2%, -2%, 0%, -2%, 0%, -7, -3%, 0%, 4%
> CCc1ccc(NC(=O)C2CCCCC2C(=O)O)cc1 (configuration not stated)
    -2%, -1%, 1%, 37%, -5%, 2%, 3%, 8, 1%, 23%, -1%
> O=C(CN(C(=O)CCC(=O)Nc1ccccn1)c1ccc2c(c1)OCO2)NCc1ccc(F)cc1
    -5%, -4%, -2%, -12%, 3%, 1%, 5%, -19, 5%, 11%, -4%
> Cc1ccc(NC(=O)C2CCCN2S(=O)(=O)c2ccc(F)cc2)c(C)c1 (configuration not stated)
    -6%, -9%, -16%, -2%, 3%, ?, 25%, -2, 6%, -5%, -13%
> NNC(=O)c1[nH]c2ccc(Br)cc2c1-c1ccccc1
    -3%, 12%, /, -80%, -7%, 18%, -40%, -6, -3%, -15%, 1%
> COC(=O)c1ccc(NC(=O)c2c(C(=O)Nc3ccccc3)sc3nc(C)cc(=O)n23)cc1
    -7%, -5%, -7%, 2%, 1%, 1%, 0%, 17, -1%, -8%, 2%
> CCCCN(C(=O)NC(=O)Nc1ccccc1OCC)S(C)(=O)=O
    -1%, 3%, 21%, -37%, -2%, -7%, 0%, 6, -1%, -6%, 3%
> Cc1ccc(C(=O)NCCC(=O)N2CCOCC2)cc1
    1.6µM*, 13µM*, /, ?, 11µM*, 23%, -32%, -24, -7%, -17%, 2.5µM*
> CC1=C(C)CC(C(=O)Nc2ccc(C(N)=O)cc2)C(C(=O)O)C1 (configuration not stated)
    1%, 0%, -3%, 16%, 3%, 5%, 12%, -1, 9%, 8%, 9%
> CCN(CC(=O)Nc1ccc2c(c1)OCCO2)C(=O)CCOc1ccccc1
    1%, 1%, /, 13%, 0%, ?, /, -4, /, /, -6%
> CC1CCCN(S(=O)(=O)c2ccccc2[N+](=O)[O-])C1 (configuration not stated)
    2%, -5%, -9%, -2%, 0%, -5%, -6%[10 µM], -8, -3%, 1%, -2%
> Cc1cccc(N2C(=O)c3cccc(Oc4ccc(Cl)cc4)c3C2=O)c1
    -1%, -3%, -4%, -9%, 5%, 16%, 15%, 5, 16%, -4%, -4%
> COc1cccc(OC)c1C(=O)NNC(=O)c1cccc(COc2ccc3c(c2)CCC3)c1
    0.45µM*, 0.37µM*, ?, ?, 4.8µM*, ?, -36%, -6, 2%, 12%, 0.56µM*
> COc1ccc(C(=O)C2CCCN(C(=O)c3cccc(Cn4cccn4)c3)C2)cc1F (configuration not stated)
    -3%, -4%, /, -15%, -2%, -2%, 2%, 1, -2%, 12%, 2%
> CC(=O)c1ccc(OC(=O)c2ccc(Br)o2)cc1
    10%, 0%, -5%, -1%, ?, 4%, -6%[10 µM], 10, -3%, -1%, 10%
> Cc1cccc(C(=O)N2CCN(c3ncnc4c3cnn4-c3ccccc3)CC2)c1
    5%, -14%, -14%, -22%, -1%, -6%, ?, 7, 11%, -16%, 0%
> CN1CCN(C(=O)/C(=C/c2cn(S(=O)(=O)N(C)C)c3ccccc23)NC(=O)c2ccccc2F)CC1
    0%, -13%, /, -4%, 0%, 2%, 27%, 3, /, 7%, -2%
> O=C(CSc1nc2ccccc2c(=O)[nH]1)Nc1ccc(C(=O)O)cc1
    -9%, 1%, 1%, 7%, ?, 0%, -10%, 0, 7%, -13%, -2%
> O=C(CNC(=O)c1ccccc1)c1ccccc1
    0.71µM*, ?, /, ?, 6.7µM*, ?, /, 9, /, /, 0.45µM*
> O=C(Cc1cccc(NC(=O)C2CCN(C(=O)C3CCC3)CC2)c1)Nc1cccc(C(=O)N2CCCC2)c1
    -2%, 0%, /, 23%, -6%, -1%, /, -5, /, /, -10%
> Cc1ccc(NC(=O)C(=O)NCCN2CCN(C(=O)C(c3ccccc3)c3ccccc3)CC2)cc1
    -6%, -8%, -17%, -36%, -1%, 0%, 37%, -6, 0%, 0%, 0%
> CCC(Oc1ccccc1)C(=O)Nc1nc2ccccc2[nH]1 (configuration not stated)
    17%, 26%, 2%, 75%, ?, 13%, 10µM*, -12, 8%, ?, 15%
> Cc1noc(C)c1C(=O)N1CCCC(Nc2ccc(C(C)C)cc2)C1 (configuration not stated)
    1%, 0%[9.26 µM], -4%, 0%, 2%, 1%, -1%, 9, /, -1%, 5%
> O=C(Cn1ncc2c3ccccc3n(Cc3ccccc3F)c2c1=O)NCCN1CCOCC1
    -4%, -1%[9.26 µM], 5%, 0%, -2%, -3%, 2%, 16, /, -11%, 2%
> COc1ccccc1/C=C1\CCC(C2CCCC2)C1=O (configuration not stated)
    18%, 15%, 15%, 11%, 19µM*, ?, -6%, -6, /, -5%, 21%
> Cc1ccc(N(CC(=O)NC2CCCCC2)C(=O)CCCC(=O)Nc2ccccn2)c(C)c1
    -2%, 6%, -10%, -8%, 3%, 0%, 3%, -28, -3%, -3%, -1%
> CCc1ccccc1Cn1c(=O)oc2cccnc21
    2%, 2%, /, -13%, -2%, -2%, 8%, -11, 0%, -6%, -2%
> Cn1c(=O)c2c(nc(SCC(=O)O)n2Cc2cc3c(cc2Cl)OCO3)n(C)c1=O
    -1%, -2%, -3%, 5%, -1%, 2%, -10%, 7, -4%, -6%, -4%
> O=C(NCc1ccco1)C1(c2ccc(Cl)cc2)CCCC1
    1%, 1%, 3%, -17%, 6%, -2%, 11%, 7, 0%, -2%, -5%
> c1csc(-c2nc3ccccn3c2NC2CCCCC2)c1
    -3%, -7%, -4%, -10%, -5%, 3%, 10µM*, 14, 5%, -16%, -2%
> COc1ccc(C(c2nnnn2C2CCCCC2)N2CCN(c3ccccc3)CC2)cc1 (configuration not stated)
    -1%, 2%, -15%, /, 2%, 5%, -3%, /, -7%, -5%, 7%
> COc1ccc(NC(=O)CSc2nnc(CNC(=O)c3ccco3)o2)c(OC)c1
    -6%, 0%, 2%, -3%, 2%, -6%, 6%, -2, -8%, -4%, 2%
> CCOc1ccc2[nH]c3c(NCCC(C)C)ncnc3c2c1
    11%, -4%, 30%[activator], -13%, ?, 1%, ?, 11, /, 4.5µM*, 0%
> Cc1cc(NC(=O)CSc2nc3c(c(=O)n2CCc2ccccc2)SC(C)C3)no1 (configuration not stated)
    -2%, 4%, 15%, 2%, -1%, -2%, -17%, -20, 3%, 1%, -6%
> O=C(Nc1cccc2c1CCCC2)C1CCN(C(=O)NC2CCCCC2)CC1
    -4%, 1%, 1%, 1%, 0%, 27%, -8%, -2, 0%, 4%, -1%
> O=C(c1ccccc1Cl)N1CCC(N2CCC(C(=O)N3CCCC3)CC2)CC1
    5%, 6%, 0%, 18%, -8%, ?, -24%, 22, 1%, -7%, 10%
> CCOC(=O)c1c(C)c(C(=O)NCC2CCCO2)c(C)n1CC (configuration not stated)
    4%, 2%, -8%, -1%, 2%, -7%, 36%[0.365 µM], -1, -13%, /, -3%
> CC(=O)[C@@]12O[C@@H]1C[C@H]1[C@@H]3CC[C@H]4C[C@@H](O)CC[C@]4(C)[C@H]3CC[C@@]12C
    -2%, 1%, ?, 4%, 0%, 2%, -18%, -7, /, -3%, 0%
> N#C/C(=N\Nc1ccc(F)cc1)C(=N)N1CCCCC1
    0.56µM*, 1.6µM*, 6%, ?, 3µM*, ?, ?, 1, 8%, ?, 0.63µM*
> CC(Nc1nc(-c2ccc3c(c2)NC(=O)CO3)cs1)c1ccccc1 (configuration not stated)
    21%, -8%, 15%, -59%, ?, 3%, ?, 5, 5%, 22%, 12%
> CN1CCN(S(=O)(=O)c2ccc(Br)s2)CC1
    8%, 0%, -10%, 2%, 0%, -8%, 9%, -11, -9%, 0%, -3%
> C=CCn1c(SCC(=O)Nc2cccnc2Cl)nnc1-c1ccc(C(C)(C)C)cc1
    -2%, -3%, ?, -10%, 21µM*, ?, ?, 19, 2%, 29%, 3%
> CC(C)CCNC(=O)C1CC(c2ccccc2C(F)(F)F)=NO1 (configuration not stated)
    3%, -6%, /, 12%, 3%, -2%, 34%, 6, 2%, -3%, -3%
> CC(Oc1ccc(Cl)cc1Cl)c1nc(-c2ccccn2)no1 (configuration not stated)
    ?, ?, 6%, 11µM*, 15µM*, 18%, 8%, 1, 3%, 24%, ?
> Cc1ccc(CCNC(=O)C2CCCN(c3ncnc4c3nc3n4CCCCC3)C2)cc1 (configuration not stated)
    0%, -5%, -16%, -10%, 3%, 16%, 2%, -7, /, 13%, -3%
> COc1ccc(N2CCN(CCCNC(=O)c3cc4sccc4n3C)CC2)cc1
    -8%, -3%, 6%, -3%, 0%, 4%, 7%, 11, -1%, 4%, -3%

Compound activity: PubChem, National Center for Advancing Translational Sciences (NCATS)
